Assay outcomes: PubChem BioAssay, National Center for Advancing Translational Sciences (NCATS)
TDP1 inh = TDP1 (human) enzyme inhibition. Q9NUW8. recombinant TDP1, AlphaScreen DNA substrate cleavage. Potency, µM (doses to about 130 µM), for inactives: at the top dose activity change, negative = inhibition, most hits filed as inhibitors. hit rate 0.28% among 350,000; also: nearly all actives have a fitted effect of over 40% in size
Target sequence (Q9NUW8 whole entry, looked up): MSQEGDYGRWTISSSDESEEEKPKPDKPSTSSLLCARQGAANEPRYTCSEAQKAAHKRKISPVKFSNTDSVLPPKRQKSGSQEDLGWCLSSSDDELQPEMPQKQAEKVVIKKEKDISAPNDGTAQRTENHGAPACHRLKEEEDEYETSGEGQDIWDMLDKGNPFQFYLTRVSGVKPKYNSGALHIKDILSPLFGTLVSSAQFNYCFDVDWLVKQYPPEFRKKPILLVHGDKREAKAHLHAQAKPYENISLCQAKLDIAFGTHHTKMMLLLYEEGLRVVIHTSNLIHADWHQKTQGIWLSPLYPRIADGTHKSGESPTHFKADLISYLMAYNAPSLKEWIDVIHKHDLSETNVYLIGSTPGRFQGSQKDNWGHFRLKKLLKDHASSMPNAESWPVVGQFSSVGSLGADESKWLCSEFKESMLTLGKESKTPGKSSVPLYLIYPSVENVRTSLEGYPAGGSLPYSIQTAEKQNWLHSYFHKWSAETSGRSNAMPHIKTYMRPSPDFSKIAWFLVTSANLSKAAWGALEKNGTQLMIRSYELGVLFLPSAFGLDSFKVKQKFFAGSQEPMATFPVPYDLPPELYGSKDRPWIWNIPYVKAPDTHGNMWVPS
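Signal: AlphaScreen proximity between streptavidin donor and anti-FITC acceptor beads on intact substrate. Reaction: Tdp1 1 nM, substrate 15 nM final, 5 min RT after 15 min compound preincubation.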
TDP1 cell noCPT = qHTS for Inhibitors of human tyrosyl-DNA phosphodiesterase 1 (TDP1): qHTS in cells in absence of CPT; hit rate 15% among 420,000; Potency, µM (series often up to 46.2 µM), for the others: at the highest dose activity change, negative = growth inhibition, hits mostly inhibitors; DT40 Tdp1-/- hTDP1 cells, no CPT, ATP luminescence, 48 h; AID 686978, 2013; also: nearly all actives have a fitted effect of over 55% in size
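No-CPT arm: Tdp1-/-;hTDP1 DT40 cells (400/well) plus compounds, incubated ≥48 hr at 37 °C. Readout CellTiter-Glo luminescence.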
N370S GC mod = inhibitors or activators of N370S glucocerebrosidase for Gaucher disease. AID 2101. hit rate 0.092% among 330,000. Potency, µM (series often up to 59.4 µM), for the others: at the highest dose activity change, negative = inhibition, most hits filed as inhibitors. N370S GC spleen homogenate, 4MU-glucoside fluorescence. P04062;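 also: 0% = full enzyme activity and -100% = no enzyme basal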
The depositor's hits bear a star; [ ] = dose if it differs, or a comment. Calls follow the shape of the dose curve; as a rule, active = well fitted curve in the direction sought with a large enough effect; inconclusive = small, poorly fitted or top-dose-only effect, or another doubt; inactive = no such curve, though single readings can be large; an effect the other way counts as inactive or inconclusive. Unless noted, % is scaled to controls: 0 for no effect and ±100 for the full control effect; potency is read from the fitted curve at half-maximal effect. Only part of the results is shown (hit frequency here may not be typical).

`CCc1ccc(NC(=O)Cn2ccn(Cc3ccccc3OC)c(=O)c2=O)cc1` gave TDP1 inh 0% and TDP1 cell noCPT 5%.
For COC(=O)CCN(C)CCC(=O)OC the results were TDP1 inh 2%, TDP1 cell noCPT inconclusive and N370S GC mod 3%.
O=c1cc(Nc2ccc3c(c2)OCCO3)[nH]c(=O)n1Cc1ccc(F)cc1 was read as TDP1 inh -7%, TDP1 cell noCPT -4% and N370S GC mod 13%.
`NC(=S)NNC(=O)/C(=C/c1ccc(Br)cc1)NC(=O)c1ccccc1` gave TDP1 inh 5%, TDP1 cell noCPT -19% and N370S GC mod -5%.
Screening COc1ccc(CCNC(=O)c2ccc3c(Cl)c4c(nc3c2)CCCC4)c(OC)c1 returned TDP1 inh 6% and TDP1 cell noCPT 18µM*.
For COc1cc(NC(=O)c2nccnc2C(=O)O)cc(OC)c1 the results were TDP1 inh -3%, TDP1 cell noCPT -3% and N370S GC mod 2%.
For C/C1=C\CCC2C(/C=C(\C)CC1)OC(=O)C2CN1CCCCC1 (stereo not given) the results were TDP1 cell noCPT inconclusive and N370S GC mod -4%.
Screening COc1cccc(NC(=O)CSc2nc3cc(OC)c(OC)cc3c3nc(-c4ccccc4)nn23)c1 returned TDP1 inh 2% and TDP1 cell noCPT -25%.
O=C(CSc1n[nH]c(=O)[nH]c1=O)c1ccc(Cl)cc1Cl was read as TDP1 cell noCPT -16% and N370S GC mod 0%.
Screening O=C(CCN1C(=O)c2ccccc2C1=O)NCc1ccc(F)cc1 returned TDP1 cell noCPT -4% and N370S GC mod 2%.
Screening CS(=O)(=O)N(CC(=O)Nc1ccc(S(=O)(=O)N2CCCC2)cc1)c1cccc(F)c1 returned TDP1 inh 6%, TDP1 cell noCPT inconclusive and N370S GC mod -14%.
`O=C(Nc1cccc(-c2cccc(F)c2)c1)C1CCN(C2CCC2)CC1` gave TDP1 inh 3%, TDP1 cell noCPT 5.2µM* and N370S GC mod -26%.
CN(C)c1cccc(C(=O)Nc2ccc(-c3nc4ccccc4s3)cc2)c1 was read as TDP1 inh 6% and TDP1 cell noCPT 13µM*.
CC(NS(=O)(=O)c1ccc(Cl)cc1)C(c1cccs1)N1CCN(C)CC1 (stereo not given) was read as TDP1 inh 3%, TDP1 cell noCPT -29% and N370S GC mod -10%.
CCOC(=O)c1cn(-c2c(C)n(C)n(-c3ccccc3)c2=O)c2c(F)c(F)c(F)cc2c1=O was read as TDP1 cell noCPT 9% and N370S GC mod 2%.

7 compounds drawn at random from those above, as already listed:
`NC(=S)NNC(=O)/C(=C/c1ccc(Br)cc1)NC(=O)c1ccccc1` gave TDP1 inh 5%, TDP1 cell noCPT -19% and N370S GC mod -5%.
CCOC(=O)c1cn(-c2c(C)n(C)n(-c3ccccc3)c2=O)c2c(F)c(F)c(F)cc2c1=O was read as TDP1 cell noCPT 9% and N370S GC mod 2%.
O=c1cc(Nc2ccc3c(c2)OCCO3)[nH]c(=O)n1Cc1ccc(F)cc1 was read as TDP1 inh -7%, TDP1 cell noCPT -4% and N370S GC mod 13%.
For COc1cc(NC(=O)c2nccnc2C(=O)O)cc(OC)c1 the results were TDP1 inh -3%, TDP1 cell noCPT -3% and N370S GC mod 2%.
Screening CS(=O)(=O)N(CC(=O)Nc1ccc(S(=O)(=O)N2CCCC2)cc1)c1cccc(F)c1 returned TDP1 inh 6%, TDP1 cell noCPT inconclusive and N370S GC mod -14%.
Screening O=C(CCN1C(=O)c2ccccc2C1=O)NCc1ccc(F)cc1 returned TDP1 cell noCPT -4% and N370S GC mod 2%.
Screening COc1cccc(NC(=O)CSc2nc3cc(OC)c(OC)cc3c3nc(-c4ccccc4)nn23)c1 returned TDP1 inh 2% and TDP1 cell noCPT -25%.

Next entries:
For COc1ccc(NCc2ccsc2)cc1 the results were TDP1 inh 14%, TDP1 cell noCPT 4% and N370S GC mod -7%.
C=CCn1c(SCC(=O)NCCCC(=O)OCC)nc2scc(-c3ccco3)c2c1=O was read as TDP1 inh 2%, TDP1 cell noCPT -29% and N370S GC mod 2%.
For O=C(/C=C/c1ccccc1)Nc1nc2n(n1)C(c1ccc(Cl)cc1)C=C(c1ccccc1)N2 (stereo not given) the results were TDP1 inh 3% and TDP1 cell noCPT 23µM*.
CCCCOC(=O)CSc1nc2c(c(=O)[nH]c(=O)n2C)n1C/C=C(\C)Cl was read as TDP1 inh 1%, TDP1 cell noCPT 16µM* and N370S GC mod 8%.
COc1ccccc1Oc1ccnc2cc(Cl)ccc12 was read as TDP1 inh 9%, TDP1 cell noCPT inconclusive and N370S GC mod inconclusive.
Screening CCC(Oc1ccc(C)cc1)C(=O)Nc1ccc(S(=O)(=O)Nc2nccs2)cc1 (stereo not given) returned TDP1 inh 7%, TDP1 cell noCPT -21% and N370S GC mod inconclusive.
`CCCC(=O)C1=C(N2CCCC2)CC(C)(C)C(C(=O)OC)C1=O` (stereo not given) gave TDP1 inh -3%, TDP1 cell noCPT 16% and N370S GC mod -9%.
c1ccc(C[C@H]2CN=C(Nc3ccccc3)N2CC2CCCCC2)cc1 was read as TDP1 inh -1% and TDP1 cell noCPT inconclusive.
COc1ccc(C(=O)N/C(=C\c2cccc3ccccc23)C(=O)N2CCN(C)CC2)cc1 was read as TDP1 inh 2% and TDP1 cell noCPT 18µM*.
O=C(c1cnn2c(C(F)(F)F)cc(-c3ccc4c(c3)OCO4)nc12)N1CCCCC1 was read as TDP1 inh 0%, TDP1 cell noCPT -23% and N370S GC mod 0%.
`O=C(NCc1ccco1)c1ccc(CS(=O)(=O)Cc2ccc(F)cc2)o1` gave TDP1 inh 8%, TDP1 cell noCPT -25% and N370S GC mod 1%.
`Cc1ccc2nc(NC(=O)CSCC(=O)OCC(=O)c3ccccc3)sc2c1` gave TDP1 inh 8%, TDP1 cell noCPT -6% and N370S GC mod 14%.
Screening O=[N+]([O-])c1ccc(NCCCO)c(S(=O)(=O)N2CCOCC2)c1 returned TDP1 inh 5%, TDP1 cell noCPT 4% and N370S GC mod -1%.
Cc1cc(C)cc(NC(=O)c2cc3c(=O)n(Cc4ccco4)ccc3nc2C)c1 was read as TDP1 inh 6% and TDP1 cell noCPT inconclusive.
Screening CS(=O)(=O)Nc1cccc(-c2cncnc2-n2ccnc2)c1 returned TDP1 cell noCPT 1% and N370S GC mod 18%.
C=CC[C@@H](Cc1ccc(F)cc1)C(=O)OC[C@@H]1CCCN1C(=O)[C@@H](CC=C)CC(=O)N[C@@H](CO)Cc1ccccc1 was read as TDP1 inh -1% and TDP1 cell noCPT 18µM*.
Screening S=C(NCCC(c1ccccc1)c1ccccc1)Nc1ccc(Cl)cc1 returned TDP1 inh 6%, TDP1 cell noCPT inconclusive and N370S GC mod 9%.
`COc1ccc(-c2noc(CCCC(=O)NC3CCCC3)n2)cc1` gave TDP1 cell noCPT 16µM* and N370S GC mod -10%.
For CCN(CCCNC(=O)CC(C(=O)N1CCc2ccccc21)n1ccnc1)c1ccccc1 (stereo not given) the results were TDP1 inh 8%, TDP1 cell noCPT -9% and N370S GC mod -17%.
For Cc1noc(C)c1CSCC(=O)N(C)CC(=O)Nc1cccc(F)c1 the results were TDP1 inh 3%, TDP1 cell noCPT -24% and N370S GC mod -17%.
`COc1ccc(OCC(=O)OCc2cc(=O)n3cc(C)sc3n2)cc1` gave TDP1 inh 3% and TDP1 cell noCPT -12%.
O=C(NCC1CCCO1)c1cc2n(n1)C(C(F)(F)F)CC(c1ccc(F)cc1)N2 (stereo not given) was read as TDP1 inh 4%, TDP1 cell noCPT inconclusive and N370S GC mod 2%.
O=C1CC(N2CCN(c3ccccc3)CC2)C(=O)N1c1ccc2c(c1)OCO2 (stereo not given) was read as TDP1 inh 0%, TDP1 cell noCPT inconclusive and N370S GC mod -8%.
Screening Oc1ccc(Cl)cc1/C=N/c1nc2ccccc2[nH]1 returned TDP1 inh 7%, TDP1 cell noCPT -2% and N370S GC mod 3%.
Screening Cc1cc(C)c2nc(C)cc(Nc3cccc(C(=O)O)c3)c2c1 returned TDP1 inh 4%[2.28 µM] and TDP1 cell noCPT 0%.
For Clc1ccc(CSc2nnnn2-c2ccc3c(c2)OCO3)c(Cl)c1 the results were TDP1 inh -5%, TDP1 cell noCPT inconclusive and N370S GC mod 9%.
O=C1NC2(CCCCC2)C(=O)N1CCS(=O)(=O)Oc1ccccc1 was read as TDP1 inh 0%, TDP1 cell noCPT -14% and N370S GC mod 24%.
`CCC1C(=O)CC(c2ccc([N+](=O)[O-])cc2)NC1c1ccc([N+](=O)[O-])cc1` (stereo not given) gave TDP1 inh 0%, TDP1 cell noCPT inconclusive and N370S GC mod 4%.
Cc1ccc(N(C(=O)c2csnn2)C(C(=O)NC2CCCCC2)c2ccco2)cc1 (stereo not given) was read as TDP1 inh 1%, TDP1 cell noCPT inconclusive and N370S GC mod 5%.
For COc1ccccc1OCC(=O)N1CCN(C(=O)COc2ccccc2OC)CC1 the results were TDP1 cell noCPT 6% and N370S GC mod -1%.
`Cc1ccc(C(=O)N2CCN(c3ccc(NC(=S)NC(=O)Cc4ccccc4)cc3)CC2)cc1` gave TDP1 inh 4%, TDP1 cell noCPT inconclusive and N370S GC mod 19%.
For Cc1cccc(C(=O)Oc2ccc(/C=N/NC(=O)Cc3ccc([N+](=O)[O-])cc3)cc2)c1 the results were TDP1 inh 0%, TDP1 cell noCPT -25% and N370S GC mod -7%.
`Cc1ccc(-n2c(=O)c3c(C)c(C)sc3n(CC(=O)NCc3ccccc3)c2=O)cc1C` gave TDP1 inh -3% and TDP1 cell noCPT -23%.
O=C(COC(=O)Cc1ccc(Br)cc1)Nc1c(F)c(F)c(F)c(F)c1F was read as TDP1 inh 1%, TDP1 cell noCPT 14% and N370S GC mod -1%.
Screening Cn1c(SCc2ccccc2)nnc1-c1c[nH]c2ccccc12 returned TDP1 inh 10%, TDP1 cell noCPT inconclusive and N370S GC mod 0%.
`O=C1CC(N2CCC(O)CC2)C(=O)N1c1ccc(Br)cc1` (stereo not given) gave TDP1 inh 3%, TDP1 cell noCPT inconclusive and N370S GC mod 7%.
Screening Cc1cccc(C)c1OCC(=O)Nc1ccc2c(c1)OCCO2 returned TDP1 inh 6%, TDP1 cell noCPT inconclusive and N370S GC mod 10%.
`COc1cccc2cc(-c3nc4ccc(C)cc4[nH]3)c(=O)oc12` gave TDP1 inh 0% and TDP1 cell noCPT inconclusive.
CCc1ccc(C2C(C(=O)O)c3ccccc3C(=O)N2C)cc1 (stereo not given) was read as TDP1 inh 2%, TDP1 cell noCPT -3% and N370S GC mod 2%.
CCOC(=O)C1CCCN(C(c2ccccn2)c2c(C)[nH]c3ccccc23)C1 (stereo not given) was read as TDP1 inh 9%, TDP1 cell noCPT 0% and N370S GC mod -7%.
For NNc1nc2c(-c3ccc(F)cc3)nnn2c2ccccc12 the results were TDP1 inh 0%, TDP1 cell noCPT 12µM* and N370S GC mod inconclusive.
For CC(=O)c1ccc(NC(=S)NNC(=O)c2ccncc2)cc1 the results were TDP1 inh 7%, TDP1 cell noCPT -7% and N370S GC mod -10%.
For O=[N+]([O-])c1ccc(N2CCN(Cc3ccccc3)CC2)c(S(=O)(=O)N2CCOCC2)c1 the results were TDP1 inh 7%, TDP1 cell noCPT inconclusive and N370S GC mod 6%.
Screening COCCCNS(=O)(=O)c1ccc(C)cc1 returned TDP1 inh 3%, TDP1 cell noCPT -5% and N370S GC mod 4%.
COc1ccccc1-n1c(SCC(=O)O)nc2c(sc(=S)n2-c2ccc(C)c(C)c2)c1=O was read as TDP1 cell noCPT 4% and N370S GC mod -17%.
Screening Cc1c(C(=O)NCCc2ccc(Cl)cc2)sc2nc3n(c(=O)c12)CCCC3 returned TDP1 inh 10% and TDP1 cell noCPT 18µM*.
`Cc1ccc(-n2ncc3c2CC(C)(C)CC3NC(=O)C2CCOCC2)cc1` (stereo not given) gave TDP1 inh 4%, TDP1 cell noCPT -15% and N370S GC mod 0%.
Screening COc1ccc(S(=O)(=O)NCC2CCC(C(=O)O)CC2)cc1 (stereo not given) returned TDP1 cell noCPT 8% and N370S GC mod 2%.
O=C(NC1CCN(C(=O)Nc2ccccc2Cl)CC1)c1cccc(F)c1 was read as TDP1 inh 3%, TDP1 cell noCPT inconclusive and N370S GC mod 1%.
`COC(=O)CCC(=O)OC1(C)C(=O)C=C2C=C(C3CC3)N(Cc3ccco3)C=C2C1=O` (stereo not given) gave TDP1 inh 4%[21 µM], TDP1 cell noCPT 0% and N370S GC mod -12%[12.8 µM].
COC(=O)c1nnn(CC(=O)Nc2c(C)cccc2C)c1N was read as TDP1 inh 6% and TDP1 cell noCPT 15%.
COc1ccc(C(=O)NCc2nnc(SCC(=O)N3CCCCC3)o2)cc1OC was read as TDP1 inh -2%, TDP1 cell noCPT 7% and N370S GC mod -11%.
CC(=O)c1cccc(NC(=O)CCc2nnc3ccc(N4CCOCC4)nn23)c1 was read as TDP1 inh 8%, TDP1 cell noCPT 0% and N370S GC mod 0%.
